Source: PubChem BioAssay (Sanford-Burnham Center for Chemical Genomics)
SENP7 inh: blocks the human protease SENP7 | Q9BQF6 | recombinant SENP7, Z-RLRGG-aminoluciferin luminescence, 40 min | inhibition, % at 5 µM | 330,000 compounds, 1.5% hits;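 active = inhibition above about 50% at the single test dose, limit read from the data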;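 also: plate controls were DMSO with enzyme for no effect and no enzyme buffer wells for full effect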
SENP8 block-1: SENP8 protease inhibition. Q96LD8. purified SENP8, Z-RLRGG-aminoluciferin cleavage, luminescence. inhibition, % at 10 µM. 330,000 compounds, 1.2% hits. AID 2540; in the data active = inhibition above about 50%
Apaf-1 inh: blocks human Apaf-1 apoptosome activity | O14727 | reconstituted apoptosome caspase-3 activity, DEVD-Rh110 fluorescence | inhibition, % at 20 µM | 330,000 compounds, 0.71% hits | AID 489030; active = inhibition of at least 40% at 20 µM;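 also: plate controls were DMSO wells for no effect and DEVD-CHO caspase inhibitor wells for full effect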
Target sequence (O14727 whole entry, looked up): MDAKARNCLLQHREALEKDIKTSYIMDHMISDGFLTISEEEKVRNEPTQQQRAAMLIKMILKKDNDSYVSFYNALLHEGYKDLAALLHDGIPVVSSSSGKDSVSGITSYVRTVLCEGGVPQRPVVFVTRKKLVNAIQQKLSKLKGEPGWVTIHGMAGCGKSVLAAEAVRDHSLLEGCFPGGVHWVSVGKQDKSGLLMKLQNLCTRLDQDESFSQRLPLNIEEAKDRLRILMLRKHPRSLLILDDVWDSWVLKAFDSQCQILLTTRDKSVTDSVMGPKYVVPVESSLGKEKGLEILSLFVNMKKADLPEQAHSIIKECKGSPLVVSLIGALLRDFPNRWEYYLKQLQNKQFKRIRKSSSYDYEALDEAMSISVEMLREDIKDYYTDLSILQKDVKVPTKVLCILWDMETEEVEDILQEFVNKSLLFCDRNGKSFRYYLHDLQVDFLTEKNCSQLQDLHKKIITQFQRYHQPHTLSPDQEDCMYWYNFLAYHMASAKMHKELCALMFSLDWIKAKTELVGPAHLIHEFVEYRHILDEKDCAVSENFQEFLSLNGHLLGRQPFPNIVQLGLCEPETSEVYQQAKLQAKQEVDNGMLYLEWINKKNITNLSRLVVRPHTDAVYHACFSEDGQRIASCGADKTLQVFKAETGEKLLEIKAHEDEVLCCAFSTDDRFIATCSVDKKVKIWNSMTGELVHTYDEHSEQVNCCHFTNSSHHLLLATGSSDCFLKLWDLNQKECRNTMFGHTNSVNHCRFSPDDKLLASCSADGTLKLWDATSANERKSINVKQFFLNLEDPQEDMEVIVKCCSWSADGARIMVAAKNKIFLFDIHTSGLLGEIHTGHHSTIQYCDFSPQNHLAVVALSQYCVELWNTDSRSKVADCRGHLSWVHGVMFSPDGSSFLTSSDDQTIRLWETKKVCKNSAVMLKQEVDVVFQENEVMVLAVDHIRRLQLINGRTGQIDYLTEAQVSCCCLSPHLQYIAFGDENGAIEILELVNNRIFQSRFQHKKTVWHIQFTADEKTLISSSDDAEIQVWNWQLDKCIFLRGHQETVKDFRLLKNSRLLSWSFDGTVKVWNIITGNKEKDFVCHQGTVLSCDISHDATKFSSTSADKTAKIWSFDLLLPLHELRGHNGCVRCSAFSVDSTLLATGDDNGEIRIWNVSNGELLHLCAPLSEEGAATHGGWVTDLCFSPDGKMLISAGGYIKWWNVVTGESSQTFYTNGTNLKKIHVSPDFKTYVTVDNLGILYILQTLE
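Material: reconstituted apoptosome with Apaf-1, cytochrome c, caspase-9, procaspase-3, dATP. Technique: Rh110 fluorescence intensity. Buffer or medium: pH 7.5 Hepes buffer with CHAPS, BSA, DTT. Times: 30 min plus 50 min, RT.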
SENP1 FRET inh: blocks the human SENP1 SUMO protease catalytic domain; recombinant SENP1 catalytic domain, CyPet-SUMO1-YPet FRET cleavage; inhibition, % at 10 µM; Q9P0U3; 360,000 compounds, 0.21% hits;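 active = inhibition at least 30% at 10 µM, raw YFP signal under a set limit, fluorescence ratio 0.5 to 1.5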;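 also: 0% = enzyme with DMSO and 100% = no enzyme wells; some results filed as inactive read as strong as hits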
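Controls: no-enzyme wells low, DMSO-plus-enzyme wells high control. Test system: human recombinant His6-tagged SENP1 catalytic domain enzyme. Reagent: SFCypet-SUMO1-SFYpet FRET protein substrate, 25 nM final. Doses: one dose per compound, 10 µM, 0.5% DMSO. Detection: FRET, CFP and YFP emission. Timing: 50 min reaction at room temperature.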
SENP6 block: SENP6 protease inhibition; Recombinant SENP6 catalytic domain, aminoluciferin luminescence; 330,000 compounds, 1.8% hits; Q9GZR1; inhibition, % at 10 µM;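 active = inhibition above about 50% at the single tested dose, limit read from the data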;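 also: plate controls were DMSO wells with enzyme for no effect and DMSO wells lacking enzyme for full effect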
UBC13 inh: blocks human UBC13 polyubiquitin chain formation; P61088; TR-FRET; inhibition, % at 20 µM; 330,000 compounds, 0.47% hits; in the data active = inhibition above about 45%, passing the limit was not always enough
SENP8 block-2: inhibitors of human SENP8 protease; Q96LD8; recombinant SENP8, Nedd8 substrate fluorescence; inhibition, % at 20 µM; 360,000 compounds, 0.64% hits; AID 602440; in the data active = inhibition mostly above about 40%, no sharp cut-off; inactive = mostly below about 27%
APOBEC3G inh: inhibitors of human APOBEC3G DNA deaminase; recombinant A3G, ssDNA deamination FAM/TAMRA fluorescence; Q9HC16; AID 493012; inhibition, % at 20 µM; 330,000 compounds, 0.28% hits;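 active = inhibition of at least 40% at 20 µM, with no more than 30% in the related APOBEC3A deaminase screen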;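 also: plate controls were DMSO wells with A3G for no effect and wells lacking A3G enzyme for full effect; some compounds called inactive have numbers as strong as hits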
Active calls of the source: *; . = no result given.

SMILES	SENP7 inh	SENP8 block-1	Apaf-1 inh	SENP1 FRET inh	SENP6 block	UBC13 inh	SENP8 block-2	APOBEC3G inh
CCCOc1cccc(OCCSc2nc(C)cc(=O)[nH]2)c1	16	-6	3	2	9	-5	8	-3
C#CCNC(=O)C1=C[C@H](c2ccc3c(c2)OCO3)[C@@H](CCCO)[C@H](OCC)O1	-9	4	-4	1	0	-3	-24	-5
CC1CC(C)CN(C(=O)C2CCCN(S(=O)(=O)c3cccc4nonc34)C2)C1 (stereo not drawn)	-1	5	1	17	-14	-3	-2	-2
O=C(NCCNC(=O)c1cnccn1)c1cccc(Cl)c1	-3	-9	8	3	-6	0	4	-5
Cc1ccc(C)c(NC(=O)CSc2nc3nc(-c4cccs4)cc(C(F)(F)F)c3c(=O)[nH]2)c1	-6	15	12	-42	-10	11	-449	-5
CC(=O)c1cccc(CN2CCC(C(=O)Nc3cccc(-c4ccn[nH]4)c3)CC2)c1	-10	-8	2	2	-8	-4	4	0
Cc1cc(NS(=O)(=O)c2ccc(NC(=O)CSc3nc4sc(C(=O)O)c(C)c4c(=O)[nH]3)cc2)no1	8	5	5	1	14	-3	-4	0
Cc1c(C(=O)Nc2ccc(S(=O)(=O)NCC3CCCO3)cc2)cccc1[N+](=O)[O-] (stereo not drawn)	-6	-8	9	2	-24	0	-7	-10
CC(Sc1nc2cc([N+](=O)[O-])ccc2n1-c1ccc(F)cc1)C(=O)NCc1ccc2c(c1)OCO2 (stereo not drawn)	14	17	16	4	23	-4	17	1
CCOc1cc(S(=O)(=O)NCCc2ccc(OC)c(OC)c2)c(OCC)cc1-n1cnnn1	-5	-8	-11	1	-5	-3	-11	-5
O=C(C1COc2ccccc2O1)N1CCN(S(=O)(=O)c2cc(F)ccc2F)CC1 (stereo not drawn)	-2	1	2	1	-1	2	12	-1
CC12CCC(C[N+](C)(C)C1)C2(C)C (stereo not drawn)	2	3	-11	2	6	13	-1	20
Cc1ccc(S(=O)(=O)N2CCN(CC(=O)N3CCOCC3)CC2)cc1	-3	0	-3	1	5	-6	-1	-7
CC(=O)c1ccc(-c2nc3ccccc3n2C)o1	31	18	-1	-5	49	30	-402	-4
O=C(NCc1cn2ccccc2n1)c1ccc2c(c1)OCO2	-5	0	-3	3	-1	-1	4	-6
Cc1ccc(OCCC(=O)OCC(=O)c2c(N)n(C)c(=O)n(C)c2=O)cc1	-9	-1	14	-1	-14	-9	9	1
CCc1nnc(NC(=O)Cn2c(=O)oc3ccccc32)s1	-3	-7	1	6	-15	3	21	-3
CCCN(CCC)S(=O)(=O)c1ccc(C(=O)Nc2nnc(-c3cccc(OC)c3)o2)cc1	-3	-10	15	0	-8	-34	26	-5
Clc1ccccc1-c1nc(-c2ccc(Br)o2)no1	82*	83*	10	-1	86*	1	3	-5
Cc1ccccc1NC(=O)c1ccc2ccccc2c1	32	4	-8	3	25	0	-2	-10
O=C(NCCOc1cccc(Cl)c1Cl)c1cc(-n2cnnc2)ccc1Cl	7	10	4	-1	-2	1	10	-6
CC(=O)Nc1cccc(C(=O)Nc2cccc(S(=O)(=O)NCc3ccco3)c2)c1	3	-4	-6	0	-5	7	6	-6
CN1/C(=C\C(=O)COC(=O)c2ccc([N+](=O)[O-])o2)C(C)(C)c2ccccc21	14	9	56*	-2	41	-7	0	-6
CCCn1c(N)c(C(=O)CSc2nc3ncc(Cl)cc3[nH]2)c(=O)[nH]c1=O	-5	-9	-6	-7	-12	-13	-11	-5
COc1ccc(/C(C)=N/Nc2nc3ccccc3n3cnnc23)cc1OC	-7	0	-12	.	-4	-9	.	-6
COc1ccc(C2=NN(C(=O)CSc3nnc(C)c(=O)n3N)C(c3ccco3)C2)cc1 (stereo not drawn)	-15	-5	-1	0	-18	-9	8	-10
Cc1nn(-c2ccccc2)c(C)c1C(=O)OCC(=O)N1c2ccccc2NC(=O)C1(C)C	2	-5	6	-1	-9	-4	24	-1
CC/C(=N/N=C(\CC)c1ccccc1)c1ccccc1	-5	6	11	3	-3	12	3	-4
COc1ccc(S(=O)(=O)N(C)C[C@H]2Oc3c(cccc3N(C)C)C(=O)N([C@H](C)CO)C[C@@H]2C)cc1	1	7	9	0	0	7	-14	-8
C=CCSc1nnc(NC(=O)C2CC(=O)N(c3ccc4c(c3)OCCO4)C2)s1 (stereo not drawn)	-1	10	-7	1	-13	14	14	-7
CC(NC(=O)C12CC3CC(CC(C3)C1)C2)c1ccc(F)cc1 (stereo not drawn)	-8	-6	14	0	-3	-2	8	8
COc1ccc2[nH]c(=O)c(C(c3nnnn3C(C)(C)C)N(Cc3ccco3)CC3CCCO3)cc2c1 (stereo not drawn)	6	-41	10	-1	7	4	-273	-5
CNc1ccc(C(=O)OCC(=O)NCc2ccc3c(c2)OCO3)cc1[N+](=O)[O-]	3	6	-17	17	4	-13	24	-7
Clc1cccc(Cl)c1NC1=NCCC1	-5	-7	0	-1	-17	-3	22	-3
CC(=O)NC(Cc1ccc(C)cc1)C(=O)NC1CCN(C(=O)NCc2ccccc2)CC1 (stereo not drawn)	4	1	-5	0	-16	3	1	-12
O=C(N=C1SC2CS(=O)(=O)CC2N1c1ccc(Br)cc1)C1CCCO1 (stereo not drawn)	5	-4	-3	2	3	2	9	2
C=CCc1cc(C)ccc1OCCOCCN1CCN(C)CC1	-6	1	1	2	-7	-4	14	-1
CNc1nc(C)c([N+](=O)[O-])c(Nc2ccc(OC)cc2)n1	1	0	1	2	-11	4	12	-2
O=S(=O)(/N=C(/Nc1cccc2ccccc12)c1ccccc1)c1cccs1	-5	-5	10	0	0	6	28	-1
CN(C)NC(=O)c1ccc([N+](=O)[O-])s1	-1	-3	-1	3	-11	-9	21	-10
O=C(Nc1nnc(CCc2ccccc2)s1)c1ccco1	-2	-20	-19	0	-7	-4	-73	-4
Cc1c(Cl)ccc(S(=O)(=O)Nc2cccnc2)c1Cl	0	4	0	0	9	5	19	-5
c1ccc2[nH]c(CCCCc3nc4ccccc4[nH]3)nc2c1	-1	-2	5	-6	0	-5	-23	5
O=C(O)C1CCCCC1C(=O)NC1C2CC3CC(C2)CC1C3 (stereo not drawn)	-11	-11	-10	0	-20	-11	8	-2
CCCS(=O)(=O)c1c(S(=O)(=O)CCC)c2ccc(C(C)=O)cn2c1C(=O)OC	1	3	11	1	-9	8	-330	-4
O=C(CS(=O)(=O)c1ccccc1)Nc1cccnc1	7	8	-2	-1	-10	18	5	-7
NC(=O)COC(=O)[C@H](Cc1ccccc1)NS(=O)(=O)c1ccc2c(c1)OCCO2	-2	15	1	3	-7	4	-4	3
COc1ccc(C(=O)NC2CCCc3c2cnn3-c2ccccc2F)cc1OC (stereo not drawn)	5	7	-11	1	-1	3	7	-7
CC1(C(=O)Nc2c(F)c(F)c(F)c(F)c2F)CC1(Br)Br (stereo not drawn)	-10	-10	-2	0	-22	-2	2	-4
Cc1cc(=O)[nH]c(SCC(=O)O)c1C#N	0	-5	7	-3	-16	-13	23	2
Cc1ccc2cc(CCNC(=O)c3c(-c4ccccc4Cl)noc3C)c(=O)[nH]c2c1	-1	5	11	-1	8	-2	-40	-5
CCc1cccc(OCC(=O)Nc2c[nH]c(=O)[nH]c2=O)c1	6	-2	-1	2	8	0	9	-5
O=C(CSc1nc(-c2cccs2)cc(C(F)(F)F)n1)NCCCn1ccnc1	12	1	2	0	-24	-11	-51	4
O=C1c2ccccc2C(=O)c2c1ncn2-c1ccccc1	0	4	-2	0	-10	-31	31	6
CS(=O)(=O)c1ccc2nc(NC(=O)Nc3ccc(Cl)cc3)sc2c1	-10	-5	-7	1	-7	2	-137	-2
Cc1cc(N(CCO)CCO)ccc1C(c1ccc(N(CCO)CCO)cc1C)c1ccccc1Cl	6	2	16	-1	-10	7	20	-8
Cc1ccc(NC(=O)CN2C(=O)NC3(CCCC3)C2=O)c(Cl)c1	-1	10	11	-1	-24	-8	10	-3
CC1CCN(C(=O)CSc2nnc(-c3cccnc3)n2C2CCCCC2)CC1	-4	1	-15	0	-2	8	16	-6
O=C(NC1CCCCC1)C(c1ccc(Cl)cc1)N(C(=O)c1cnccn1)c1ccc2c(c1)OCO2 (stereo not drawn)	5	3	5	-3	-18	-9	10	0
COc1cc(Cl)ccc1OCc1cc(C(=O)N(C)C2CCOC2)no1 (stereo not drawn)	-2	4	2	1	-11	0	9	-7

Complete entries from above. Values in the order: SENP7 inh	SENP8 block-1	Apaf-1 inh	SENP1 FRET inh	SENP6 block	UBC13 inh	SENP8 block-2	APOBEC3G inh
Cc1ccc2cc(CCNC(=O)c3c(-c4ccccc4Cl)noc3C)c(=O)[nH]c2c1 in the list: -1	5	11	-1	8	-2	-40	-5
O=C(CSc1nc(-c2cccs2)cc(C(F)(F)F)n1)NCCCn1ccnc1 in the list: 12	1	2	0	-24	-11	-51	4
CCc1cccc(OCC(=O)Nc2c[nH]c(=O)[nH]c2=O)c1 in the list: 6	-2	-1	2	8	0	9	-5
O=C(NC1CCCCC1)C(c1ccc(Cl)cc1)N(C(=O)c1cnccn1)c1ccc2c(c1)OCO2 (stereo not drawn) in the list: 5	3	5	-3	-18	-9	10	0
COc1cc(Cl)ccc1OCc1cc(C(=O)N(C)C2CCOC2)no1 (stereo not drawn) in the list: -2	4	2	1	-11	0	9	-7

Next structures.
SMILES	SENP7 inh	SENP8 block-1	Apaf-1 inh	SENP1 FRET inh	SENP6 block	UBC13 inh	SENP8 block-2	APOBEC3G inh
Cc1ccc(-c2cnn(-c3ccccc3)c2N)cc1	95*	89*	10	4	91*	-2	12	-9
COc1ccc(CN=C2NC(=O)CC(C(=O)Nc3ccccc3C)S2)cc1 (stereo not drawn)	-2	3	-10	2	2	9	15	-1
Cc1[nH]c2ccccc2c1/C=N/NC(=S)NC(C)C	0	-3	-10	29	7	17	-5	-4
O=C(CN1C(=O)NC2(CCCC2)C1=O)Nc1cccc(C(F)(F)F)c1	-2	2	3	1	21	8	11	-9
CC1=C(C)C(=O)N(CCC(=O)O)C1=O	-5	2	-6	1	10	-3	1	-7
O=C(CN1CCCC1)Nc1ccc(S(=O)(=O)N2CCCCC2)cc1	12	4	7	0	14	0	7	1
Cc1ccc(C)c(S(=O)(=O)N2CCCOC2CNC(=O)C(=O)NCc2ccc3c(c2)OCO3)c1 (stereo not drawn)	7	-3	-1	0	-5	-2	-4	-6
CC(C)N1CCc2c(sc(NC(=O)c3cc4cc([N+](=O)[O-])ccc4s3)c2C(N)=O)C1	-1	10	30	-31	-4	7	12	-15
CC(NC(=O)c1ccc([N+](=O)[O-])cc1[N+](=O)[O-])c1ccc(-c2ccccc2)cc1 (stereo not drawn)	10	-7	7	4	2	-22	12	-5
Nc1cc(N)nc(SCc2cccnc2)n1	2	2	-25	-3	-15	3	4	-3
CCCCCN(C(=O)NC(=O)NCCCC)S(C)(=O)=O	-7	-9	-19	2	-1	4	13	-11
CCOC(=O)C1(CCc2ccccc2)CCN(C(=O)C(C)n2cncn2)CC1 (stereo not drawn)	3	-2	1	0	-2	5	3	-7
CCOC(=O)[C@H]1[C@H]2COc3ccc(C)cc3[C@@H]2N2C(=O)c3cc(C)ccc3NC(=O)[C@@]12C	-1	6	17	2	0	5	-4	-2
CN(Cc1ccn[nH]1)C(=O)C1CCC(=O)N(Cc2cccc(C(F)(F)F)c2)C1 (stereo not drawn)	-1	5	-6	1	-6	-1	9	-4
CCOC(=O)CC(=O)Nc1ccsc1C(N)=O	5	1	-25	0	-5	-3	19	2
O=c1[nH]c(/C=C/c2ccccc2[N+](=O)[O-])nc2ccccc12	-8	-7	5	1	-11	-20	17	-7
CCCCN(CCCC)Cc1ccc(C(=O)NNC(=O)Nc2ccc(Cl)cc2)o1	6	2	-10	1	-3	5	7	-3
COc1ccc(/C=C(\C#N)C(=O)OCC(=O)Nc2ccc(-c3nc4ccc(C)cc4s3)cc2)cc1	53*	16	-7	-28	-1	-15	-425	3
